Screening results from PubChem.
Large T inhibition: TAg ATPase/helicase activity blockers – biochemical (AID 1903). inhibition, % at 20 µM, or IC50 in µM where a hit was titrated. actives 0.39% (n = 310,000). SV40 large T antigen ATPase/helicase inhibition assay; higher % means a stronger effect; in the data active = a potency from the dose series; inconclusive = inhibition mostly from about 32% at the one dose, without a potency; inactive = the rest, 99 in 100 with inhibition below about 32%; note: strong numbers were not always called active
West Nile antiviral: West Nile virus antiviral activity, cell-based, CPE readout (AID 1621) | one-dose CPE inhibition, % at 10 µM; IC50 in µM for titrated hits | actives 0.02% (n = 290,000) | West Nile virus-infected cells, CPE inhibition; higher % means a stronger effect; in the data active = a potency from the dose series; inconclusive = CPE inhibition mostly from about 3.7% at the one dose, without a potency; inactive = the rest, 99 in 100 with CPE inhibition below about 2.2%; note: strong numbers were not always called active
RSV CPE inhibition: inhibition of RSV-induced cytopathic effect – HEp-2 cells, primary 10 µM value included (AID 2391) | HEp-2 cells, RSV-induced CPE inhibition; higher % means a stronger effect | one-dose CPE inhibition, % at 10 µM; IC50 in µM for titrated hits | actives 0.13% (n = 310,000); in the data active = a potency from the dose series; inconclusive = CPE inhibition mostly from about 23% at the one dose, without a potency; inactive = the rest, 99 in 100 with CPE inhibition below about 21%; note: strong numbers were not always called active
CSM14.1 death rescue: rescue of cells from ER stress-induced death, primary screen, 384-well, CSM14.1, thapsigargin, ATP luminescence (AID 1222); CSM14.1 thapsigargin-induced death rescue, ATP luminescence; higher % means a stronger effect; cellular ATP content (survival), % at 20 µM, or EC50 in µM where a hit was titrated; 190,000 tested, under 10 active;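 active = EC50 below 50 µM in the dose-response confirmation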;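 note: death triggered by thapsigargin at about 15 µM added after 2 h compound pretreatment; cell ATP read after overnight thapsigargin exposure of roughly 18 to 22 hours; normalized against plate controls of thapsigargin alone and 5% DMSO vehicle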
Ins promoter up: MIN6 insulin promoter up-regulation; MIN6 insulin promoter-GFP reporter, high-content imaging; active compounds read high; z-score at 5 µM; actives 0.3% (n = 190,000);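 active = z-score above 3 at 5 µM with at least 500 cells counted in the well; inconclusive = wells under 500 cells, flagged as cytotoxic or low count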
human PMI inhibitors: MPI inhibition at elevated mannose 6-phosphate – biochemical, fluorescence intensity, high mannose 6-phosphate, primary screen (AID 1220) | inhibition, % at 20 µM; hits with a dose series show IC50 in µM | recombinant PMI enzyme, coupled fluorescence intensity; higher % means a stronger effect | actives 0.66% (n = 190,000)
PhoP inhibition: inhibitors of PhoP regulon expression, primary screen, Salmonella Typhimurium, GFP reporter (AID 1863); actives 0.16% (n = 300,000); one-dose inhibition, % at 50 µM; IC50 in µM for titrated hits; S. Typhimurium PhoP-regulated promoter GFP reporter, 4 h; higher % means a stronger effect;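 active = inhibition over 29.93%, a cutoff 3 SD above the screen mean, later confirmed by dose response; inconclusive = inhibition over 29.93% but no dose response follow-up; inactive = inhibition at most 29.93% or unconfirmed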;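 note: 0% = low Mg2+ inducing control and 100% = high Mg2+ repressing control; strong numbers were not always called active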
TNAP activation fold: stimulation of alkaline phosphatase TNAP activity – biochemical, luminescent, no phosphate acceptor, uHTS, primary screen (AID 1001) | purified TNAP, luminescent activation assay, no phosphate acceptor; higher activation fold means a stronger effect | activation fold at 20 µM; hits with a dose series show EC50 in µM | actives 0.03% (n = 200,000); in the data active = activation fold from about 3, or a potency from the dose series; inactive = the rest, 99 in 100 with activation fold below about 1.6; note: many of its hits are not listed in these tables
PMI inhibitors: MPI enzyme activity inhibition – biochemical, fluorescence intensity, coupled assay, primary screen (AID 1209). inhibition, % at 20 µM, or IC50 in µM where a hit was titrated. purified PMI enzyme, coupled fluorescence intensity; higher % means a stronger effect. actives 0.42% (n = 190,000);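 note: plate controls were DMSO vehicle for no effect and wells lacking substrate for full effect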
Ins promoter up cell count: also measured in Ins promoter up; calls as there; cell count; measured here: cytotoxicity, nuclei count;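 total cells summed across four imaged fields per well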
An asterisk follows results filed as active; u = inconclusive; x = not tested or not shown. Cut-off read from the data, not from the text of the source, unless noted: active = inhibition above about 50%; inactive = the rest.

SMILES	Large T inhibition	West Nile antiviral	RSV CPE inhibition	CSM14.1 death rescue	Ins promoter up	Ins promoter up cell count	human PMI inhibitors	PhoP inhibition	TNAP activation fold	PMI inhibitors
CC(C)Oc1ccc(CCc2n[nH]c(=S)n2Cc2ccccc2)cc1	0%	-0.7%	10%	-1.2%	-0.21	1624	16%	-1%	0.9	16%
Cc1cc(C)cc(C(=O)NC(CC(N)=O)c2ccc(N3CCC(Cc4ccccc4)CC3)c([N+](=O)[O-])c2)c1 (centres undefined)	12%	-0.7%	-2.1%	x	x	x	x	9%	x	x
Cc1cccn2c(CNCCSc3nccn3C)c(C(=O)N3CCCCC3)nc12	14%	-0.4%	1.9%	x	-0.4	1106	x	-16%	x	x
N#CCCn1cnc2c(=S)nc[nH]c21	-1%	0.1%	-1.5%	-1.7%	x	x	4%	6%	1	12%
Cc1nc2nc(Cc3ccccc3)nn2c(C)c1Cl	-3%	-0.2%	-0.8%	0.3%	1.8	1128	-5%	7%	1.1	3%
N#Cc1ccc(COC(=O)c2cnc(Cl)c(Cl)c2)cc1	18%	-0.2%	0.9%	x	x	x	x	0%	x	x
NS(=O)(=O)c1ccc(CNC(=O)C2(c3ccc(Cl)cc3)CC2)cc1	13%	-0.1%	2.4%	-0.3%	0.81	1640	-1%	12%	1	-1%
O=C(Nc1cccc([N+](=O)[O-])c1)Nc1ccc(Cl)cn1	1%	-0.1%	-1.2%	1.5%	-0.72	1598	4%	-4%	1.2	0%
Cc1ccnc(NS(=O)(=O)c2ccc3c(c2)CCO3)c1	11%	1.2%	0.9%	x	-0.43	1018	x	-2%	x	x
COc1ccccc1NC(=O)C1=C(C)Nc2nnnn2C1c1ccccc1OC (centres undefined)	11%	0.1%	1.3%	0.5%	0.04	1298	16%	5%	1	16%
CCC(SC1=N/C(=C/c2ccccc2OC)C(=O)N1c1ccccc1)C(=O)Nc1cc(C)on1 (centres undefined)	6%	0.0%	0.2%	-0.9%	-1.2	1221	12%	2%	1	13%
CCOc1cc(/C=N/Nc2nc(-c3cccc(S(=O)(=O)N4CCCC4)c3)cs2)ccc1O	17%	0.4%	15%	-0.4%	-0.92	1030	-11%	14%	1.1	-24%

The closing 2 records of the section before lead into the next.
SMILES	Large T inhibition	West Nile antiviral	RSV CPE inhibition	CSM14.1 death rescue	Ins promoter up	Ins promoter up cell count	human PMI inhibitors	PhoP inhibition	TNAP activation fold	PMI inhibitors
CCC(SC1=N/C(=C/c2ccccc2OC)C(=O)N1c1ccccc1)C(=O)Nc1cc(C)on1 (centres undefined)	6%	0.0%	0.2%	-0.9%	-1.2	1221	12%	2%	1	13%
CCOc1cc(/C=N/Nc2nc(-c3cccc(S(=O)(=O)N4CCCC4)c3)cs2)ccc1O	17%	0.4%	15%	-0.4%	-0.92	1030	-11%	14%	1.1	-24%
O=C(N/N=C/c1ccccc1C(F)(F)F)c1ccc2nc[nH]c2c1	8%	0.2%	1.4%	x	x	x	x	-8%	x	x
C/C(=C\c1ccccc1)C(=O)NCc1ccco1	25%	-0.2%	0.5%	0.0%	0.05	1662	-4%	-7%	1	-9%
Cc1ccccc1Cn1cccc1/C=C1/C(=N)N2C=CSC2=NC1=O	26%	0.4%	-0.8%	-3.2%	0.17	971	4%	-18%	0.9	3%
CN(CCc1ccccn1)C(=O)c1ccc(OC2CCN(CCc3ccccc3)CC2)cc1	6%	-0.8%	0.8%	x	x	x	x	8%	x	x
COc1cc(-c2nnc(COC(=O)c3c4c(nc5ccccc35)CCCC4)o2)cc(OC)c1OC	5%	0.8%	x	26%	-0.99	1497	6%	6%	1	5%
CC(=O)NN1C(=O)c2ccccc2NC1c1ccc([N+](=O)[O-])o1 (centres undefined)	25%	-0.2%	0.3%	-0.6%	x	x	10%	0%	1.1	1%
O=[N+]([O-])c1ccc(-n2cccn2)c(-c2nn[nH]n2)c1	11%	0.0%	-0.1%	1.6%	-0.25	1267	-70%	0%	1.1	-49%
CCOC(=O)N/N=C/c1cccnc1	-12%	0.8%	-0.1%	0.3%	0.25	1271	0%	-6%	1.1	2%
CCOc1ccc(OCC)c(NC(=O)C2CCN(S(=O)(=O)c3cccc4nonc34)CC2)c1	11%	0.0%	1.3%	-0.2%	0.8	795	14%	-2%	1.1	24%
O=C(CSc1nnc(CNC(=O)c2ccco2)o1)Nc1ccc(Cl)cc1	12%	-0.8%	0.9%	x	x	x	x	-14%	x	x
O=C(NCC1CCCO1)c1cc2c(=O)[nH]c3ccccc3c2s1 (centres undefined)	1%	0.3%	-1.4%	-3.8%	0.63	1297	-11%	-11%	1	-18%
O=S(=O)(Cc1ccc(Cl)cc1)NCc1cccnc1	-3%	-0.7%	3.4%	x	0.14	1394	x	1%	x	x
Cc1cc(C)c2nc(NNC(=O)c3cc(-c4cccs4)nc4ccccc34)sc2c1	19%	x	-2.0%	-2.7%	3.7*	1178*	-13%	-1%	1.1	-10%
CN(Cc1cnn(C)c1)Cc1nc(-c2ccc(Cl)cc2)no1	7%	-1.0%	1.9%	15%	1.4	1330	20%	5%	1.1	19%
CC(C)(C)NC(=O)COc1ccc(S(=O)(=O)N2CCCC2)cc1	21%	0.0%	0.2%	x	x	x	x	-7%	x	x
COc1ccc(S(=O)(=O)N2CN3CCN(C3)C2)cc1	4%	-1.0%	0.2%	x	x	x	x	4%	x	x
CCOC(=O)c1sc(NC(=O)Nc2ccc(F)cc2)nc1C	2%	-1.4%	13%	-8.4%	-0.55	1088	-12%	3%	1.1	-16%
CCNc1c(NC(=O)C2CCC(C)CC2)c(=O)oc2ccccc12 (centres undefined)	8%	-0.8%	0.1%	x	x	x	x	-2%	x	x
Cc1cc(/C=C2\SC(=S)NC2=O)c(C)n1C1CC1	17%	x	17%	-2.9%	3*	1505*	-8%	3%	0.8	-4%
C=CCOc1ccnc(-c2ccccc2)n1	4%	0.5%	1.4%	x	-0.01	1373	x	-1%	x	x
O=C(NCCN1CCCCC1)/C(=C/c1ccco1)NC(=O)c1ccccc1	2%	-0.2%	1.2%	x	x	x	x	-1%	x	x
COc1cccc(S(=O)(=O)Nc2ccc(C(=O)N3CCCCCC3)cc2)c1	-2%	-1.5%	1.5%	0.8%	0.14	1460	-3%	-5%	1.2	4%
O=CN1N=C(c2ccccc2)CC1c1ccccc1[N+](=O)[O-] (centres undefined)	5%	-0.7%	2.7%	-2.1%	-0.19	1232	29%	-3%	1	7%
O=S(=O)(NCCc1ccc2c(c1)OCCO2)c1cccs1	12%	-0.9%	2.7%	-2.5%	-0.27	1927	7%	-8%	1.1	7%
O=C(C1CC=CCC1)N1CCC(CO)(Cc2ccc(Cl)cc2)CC1 (centres undefined)	16%	-1.0%	4.6%	1.6%	-0.83	1411	0%	-2%	1.1	5%
CCCCN(C)CCNC(=O)c1cc2c(=O)[nH]c3ccccc3c2n1C	6%	-0.8%	-0.4%	x	x	x	x	10%	x	x
CC1CCCCC1NC(=S)NC(=O)c1cccs1 (centres undefined)	21%	-0.2%	14%	x	-0.64	1017	x	-7%	x	x
CC(=O)Nc1ccc(S(=O)(=O)NC(C)C(=O)OCC(=O)NC2CCCC2)cc1 (centres undefined)	7%	1.3%	2.0%	-2.8%	0.54	1299	0%	3%	1.1	-2%
COC(=O)c1ccccc1NC(=O)C1CCN(C(=O)Cc2ccccc2)CC1	7%	-1.5%	1.4%	x	x	x	x	3%	x	x
OC(C[n+]1ccccc1)c1ccccc1 (centres undefined)	5%	-0.1%	0.4%	x	x	x	x	-2%	x	x
Clc1ccc(Cn2ncc3c(N4CCCC4)ncnc32)cc1	6%	0.2%	6.8%	-1.2%	0.61	1382	-2%	7%	1	7%
Nc1nc(Br)c2ccccc2c1-c1ccc(F)cc1	2%	1.6%	4.7%	-0.1%	x	x	11%	1%	1.1	5%
O=C(CCC1CCCC1)Nc1cccc(Cc2ccncc2)c1	16%	-0.3%	0.3%	7.5%	-0.41	1531	13%	5%	1.1	15%
CN(CC(=O)Nc1ccccc1C(F)(F)F)C(=O)COc1cccnc1[N+](=O)[O-]	9%	0.1%	1.3%	0.9%	-0.55	1350	22%	9%	1.1	9%
CC(C)(C)C(=O)CNS(=O)(=O)c1ccc(S(=O)(=O)NC2CCCC2)cc1	-3%	-0.8%	3.2%	-1.5%	x	x	-7%	-6%	1	7%
Cc1ccc(NC(=O)CCC(=O)NNC(=O)COc2ccc([N+](=O)[O-])cc2)c(C)c1	12%	-0.4%	0.9%	x	x	x	x	-4%	x	x

Copied from the list.
Under Large T inhibition, `Cc1ccc(NC(=O)CCC(=O)NNC(=O)COc2ccc([N+](=O)[O-])cc2)c(C)c1` shows 12%
Under Large T inhibition, `Clc1ccc(Cn2ncc3c(N4CCCC4)ncnc32)cc1` shows 6%
Under RSV CPE inhibition, `O=C(CCC1CCCC1)Nc1cccc(Cc2ccncc2)c1` shows 0.3%
Under West Nile antiviral, `O=C(C1CC=CCC1)N1CCC(CO)(Cc2ccc(Cl)cc2)CC1` (centres undefined) shows -1.0%
Under TNAP activation fold, `CN(CC(=O)Nc1ccccc1C(F)(F)F)C(=O)COc1cccnc1[N+](=O)[O-]` shows 1.1
Under Ins promoter up cell count, `CC(=O)Nc1ccc(S(=O)(=O)NC(C)C(=O)OCC(=O)NC2CCCC2)cc1` (centres undefined) shows 1299

(continued)
SMILES	Large T inhibition	West Nile antiviral	RSV CPE inhibition	CSM14.1 death rescue	Ins promoter up	Ins promoter up cell count	human PMI inhibitors	PhoP inhibition	TNAP activation fold	PMI inhibitors
CCOCCCNC(=O)C1CCCN1C(=O)NC1CCCCC1 (centres undefined)	3%	-0.1%	1.8%	-0.7%	0.84	859	2%	-5%	1.1	6%
O=C(Cn1cc(C(=O)c2cccs2)c2ccccc21)NCc1cccs1	-2%	0.4%	3.2%	-0.7%	u	x	12%	0%	1	17%
CCOC(=O)N1CCN(C(=O)C(=O)N/N=C/c2ccc(OC)cc2OC)CC1	2%	0.2%	0.8%	x	-0.89	1035	x	6%	x	x
Cc1cccc2cc(CN(CC(C)C)S(=O)(=O)c3ccccc3)c(=O)[nH]c12	8%	0.5%	1.6%	x	x	x	x	-3%	x	x
O=c1c([N+](=O)[O-])cccn1Cc1ccc(F)cc1Cl	-1%	-1.3%	-1.1%	0.1%	3.4*	1278*	1%	7%	1.1	-6%
O=C(NCCc1ccccc1)C1(c2ccccc2)CC1(Cl)Cl (centres undefined)	4%	-0.2%	0.4%	-0.6%	-0.08	1646	14%	-2%	1	16%
O=C1CC(N2CCN(c3ccccc3)CC2)C(=O)N1CCc1ccccc1 (centres undefined)	11%	-0.6%	-1.2%	2.0%	0.19	1197	7%	-14%	1.1	6%
COc1ccc(CNn2c(-c3ccccc3F)nc3ccccc3c2=O)cc1OC	8%	-0.1%	7.8%	-0.9%	-1.7	1293	-4%	-6%	1.1	-8%
